NR2E3 ag-1 = NR2E3 (human) agonism | actives 0.12% (n = 320,000) | Q9Y5X4 | GST-NR2E3/biotin-RetCOR TR-FRET, 1536-well | inhibition of corepressor binding, % at 4.78 µM | AID 2300;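 active = percent inhibition above the cutoff of mean plus 3 SD of all tested compounds, set per screening campaign, cut at about 20% in these data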;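 also: 0% = DMSO wells and 100% = biotin wells as full block of FRET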
Target sequence (Q9Y5X4 whole entry, looked up): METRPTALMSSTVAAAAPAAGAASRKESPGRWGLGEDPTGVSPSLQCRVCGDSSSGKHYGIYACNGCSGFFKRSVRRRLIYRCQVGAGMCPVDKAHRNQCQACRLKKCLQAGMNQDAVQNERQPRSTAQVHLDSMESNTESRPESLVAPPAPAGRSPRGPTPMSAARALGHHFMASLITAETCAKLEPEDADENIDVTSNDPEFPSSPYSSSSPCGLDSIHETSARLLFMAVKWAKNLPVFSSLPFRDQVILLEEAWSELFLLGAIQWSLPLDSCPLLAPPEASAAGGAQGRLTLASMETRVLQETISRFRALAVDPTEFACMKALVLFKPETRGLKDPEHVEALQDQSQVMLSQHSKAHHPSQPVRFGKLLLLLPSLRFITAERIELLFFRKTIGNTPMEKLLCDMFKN
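Format: 1536-well format; test system: GST-NR2E3 and biotin-RetCOR proteins; read-out basis: percent inhibition of TR-FRET ratio; timing: 5 h incubation at 4 °C; detection: time-resolved FRET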
NR2E3 ag-2 = agonists of human NR2E3 nuclear receptor | Q9Y5X4 | CHO-S Gal4-NCOR/VP16-NR2E3 two-hybrid, luciferase | inhibition of corepressor binding, % at 3.98 µM | actives 0.35% (n = 360,000) | AID 602229;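 active = inhibition above the mean of all tested compounds plus 3 SD, cut at about 70% in these data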;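 also: 0% = DMSO with NR2E3 transfected cells and 100% = cells lacking NR2E3 construct; higher means lower luciferase signal from less NR2E3 corepressor binding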
iPSC survival up = hiPSC single-cell survival enhancement. ATPlite luminescence; 100% = ROCK inhibitor wells, 0% = DMSO. survival enhancement, % at 20 µM. actives 0.044% (n = 360,000); in the data active = survival enhancement above about 18%;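 also: cells exposed to compounds for 16 hours before the ATP read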
Granule exo inh = blocks lytic granule exocytosis; TALL-104 LAMP-1 surface exposure, flow cytometry; cells stimulated with thapsigargin and PMA; inhibition, % at 10 µM; AID 651702; actives 0.66% (n = 360,000);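 active = inhibition above about 55%, limit read from the data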
MITF TRPM1 inh = MITF TRPM1 promoter inhibition in SK-MEL-5 cells; inhibition, % at 12.5 µM; AID 488899; SK-MEL-5 TRPM1 promoter luciferase, 24 h; actives 0.83% (n = 330,000);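 active = mean inhibition across replicates of 60% or more, whatever share of single replicates reaches that level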; also: values of inactives mirror those of a sister screen read the other way
PDI inh = PDI (human) enzyme inhibition | AID 588391 | inhibition, % at 10 µM | P07237 | actives 0.052% (n = 350,000) | PDI insulin aggregation turbidity, A650, 90 min;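 active = mean inhibition across replicates of 30% or more, whatever share of single replicates reach that level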;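 also: absorbance from insulin aggregation driven by PDI reduction with DTT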
Target sequence (P07237 whole entry, looked up): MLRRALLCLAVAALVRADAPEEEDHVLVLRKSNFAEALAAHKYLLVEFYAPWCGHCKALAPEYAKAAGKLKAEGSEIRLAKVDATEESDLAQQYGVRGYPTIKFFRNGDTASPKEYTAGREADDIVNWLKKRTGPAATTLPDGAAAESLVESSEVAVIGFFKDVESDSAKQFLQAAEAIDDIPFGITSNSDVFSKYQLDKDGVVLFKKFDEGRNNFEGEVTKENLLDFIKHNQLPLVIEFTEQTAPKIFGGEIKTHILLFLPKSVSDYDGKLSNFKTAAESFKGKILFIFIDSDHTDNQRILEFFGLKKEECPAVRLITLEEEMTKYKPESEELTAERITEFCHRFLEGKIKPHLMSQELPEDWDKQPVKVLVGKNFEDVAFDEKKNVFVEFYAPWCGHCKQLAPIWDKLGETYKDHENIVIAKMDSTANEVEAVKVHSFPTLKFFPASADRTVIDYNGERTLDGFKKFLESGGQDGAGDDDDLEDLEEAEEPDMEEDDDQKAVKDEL
CaV13 FRET inh = Primary screen for inhibitors of IQ motif and Ca2+-dependent inactivation inhibitor domain binding in CACNA1D, Förster resonance energy transfer in living cells, … | HEK cells, CFP/YFP FRET ICDI-IQ, plate reader, 10 min; percent FRET-ratio fall versus neutral wells | inhibition, % at 12.3 µM | actives 0.098% (n = 340,000) | AID 743397;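 active = mean replicate inhibition of at least 30% and at least 1% of replicates passing that level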;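 also: 0% = median of the neutral control wells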
Peg3 promoter = reduces Peg3 promoter-driven luciferase expression in HeLa | inhibition, % at 20 µM | actives 1.7% (n = 360,000) | AID 588405 | HeLa PEG-Prom luciferase reporter, luminescence, overnight;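 active = inhibition of at least 50% at 20 µM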
HIF-2a inh = blocks HIF-2a reporter activity; 786-0 RCC cells HIF-2a reporter, luciferase luminescence, overnight; inhibition, % at 18.8 µM; actives 0.72% (n = 360,000); AID 624352;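 active = inhibition of the luminescence signal of 40% or more relative to plate controls, in a single-dose primary screen at 18.75 µM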
aDG glyco up = alpha-DG glycosylation activation | actives 0.22% (n = 360,000) | Pro5-aDG cells, alpha-DG glycosylation AlphaScreen (IIH6); 0% Pro5, 100% B10-LARGE cell signal | activation, % at 10 µM;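 active = activation of at least 8% versus controls, or a plate z-score of at least 8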;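 also: Pro5 are CHO cells carrying HIG-tagged alpha-DG that lacks glycosylation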
Vif inh = HIV Vif inhibition; HEK293T cells, Vif self-association by quenched fluorescence, imaging, 24 h; inhibition, % at 7.49 µM; actives 0.35% (n = 340,000); AID 602346; in the data active = inhibition above about 50%, passing the limit was not always enough; also: some results filed as inactive read as strong as hits
The depositor's hits bear a star; / = not tested or not shown.

SMILES | NR2E3 ag-1 | NR2E3 ag-2 | iPSC survival up | Granule exo inh | MITF TRPM1 inh | PDI inh | CaV13 FRET inh | Peg3 promoter | HIF-2a inh | aDG glyco up | Vif inh
O=C(NC1CCCCC1)C1CCC(=O)N(C2CC2)C1 (configuration not stated) | -3 | -19 | -0.4 | 0 | 1 | 5 | -6 | -12 | -17 | -0.1 | -3
O=C(O)c1cc(-c2ccc(O)cc2)on1 | 3 | -17 | 0.1 | 3 | -3 | 14 | -5 | -2 | 8 | -0.1 | 4
COc1cccc(OC)c1C(=O)N1CCOCC1 | 1 | -1 | 1.8 | -4 | -15 | -7 | -11 | 7 | 10 | -0.2 | 3
CCCN(CC(=O)Nc1ccccc1OC)Cc1c(O)ccc2ccccc12 | 4 | -8 | 0.7 | -4 | 6 | 18 | -4 | 11 | 4 | 0.1 | 13
CCOc1ccc(C(=O)Nc2ccc(N3CCN(C)CC3)cc2)cc1[N+](=O)[O-] | 2 | -37 | 2.3 | 16 | -3 | 15 | 1 | -12 | -16 | 0.1 | 3
O/N=C/c1nc2cc(Cl)ccc2o1 | 7 | -42 | -0.2 | -2 | 18 | -14 | 11 | 0 | -22 | 0.0 | -7
Nc1ccccc1Nc1nc2ccccc2[nH]1 | -4 | -38 | 0.8 | -11 | 10 | 2 | 0 | -18 | -3 | 0.6 | 1
Cc1ccccc1NC(=S)NC(NC(=O)c1ccco1)C(Cl)(Cl)Cl (configuration not stated) | 1 | 11 | -3.0 | 8 | -10 | 0 | -5 | 10 | 22 | 0.4 | -5
O=C(Nc1cc([N+](=O)[O-])ccc1F)c1cccs1 | 0 | -35 | 1.3 | -5 | 2 | -1 | -15 | -8 | -26 | 0.3 | 2
COc1ccc(-n2c(O)c(C=Nc3ccccc3)c3ccccc3c2=O)cc1 | 4 | 21 | -0.9 | 0 | -18 | -11 | -30 | 47 | 0 | 0.0 | 5
O=S1(=O)CCN(C2CC2)CC1 | / | -4 | 3.0 | 2 | / | 6 | -10 | -13 | -1 | 0.0 | /
COc1ccc(Cl)cc1N(C)C(=O)CCc1nc(-c2ccc(C)cc2)no1 | 2 | 1 | 8.8 | -1 | -1 | 5 | -4 | 16 | 22 | 0.2 | -20
O=C(CC(CC(=O)c1ccccc1)c1ccco1)c1ccccc1 | / | -29 | 1.6 | 4 | / | -3 | -5 | -134 | -134 | -0.3 | -4
CC1(C(=O)NCc2ccccn2)CCN1C(=O)Cc1ccc(Cl)cc1Cl (configuration not stated) | / | -12 | 2.6 | 1 | / | -24 | -10 | -1 | 9 | 0.0 | -15
CCSc1nnc(NC(=O)CSc2nnc(Cc3cccn3C)n2-c2ccc(F)cc2)s1 | / | -13 | -0.2 | -2 | -7 | -1 | -7 | 1 | 26 | 0.1 | -1
Cc1cnccc1CNC(=O)C1CCC(=O)N(Cc2ccc(Cl)cc2)C1 (configuration not stated) | 0 | -18 | -0.2 | -1 | -17 | -6 | -2 | 4 | 6 | -0.6 | -3
COc1cc(-c2coc3c(C(=O)NCc4ccccc4)cccc23)ccc1O | / | -23 | -2.4 | 14 | / | 10 | -5 | -45 | -186 | 0.5 | 2
COc1ccc(NC(=O)C(c2ccc(OC)cc2)N(Cc2ccco2)C(=O)CC2NC(=O)NC2=O)cc1 (configuration not stated) | 1 | -23 | -0.5 | -4 | 11 | 4 | 2 | -29 | 6 | 0.5 | -8
CC(C)CN(C(=O)CN1CCN(S(=O)(=O)c2ccc3ccccc3c2)CC1)c1c(N)n(CC(C)C)c(=O)[nH]c1=O | 0 | 3 | -0.4 | 2 | 3 | -10 | -5 | 4 | 3 | 0.1 | 11
COc1ccccc1C(=O)OCC(=O)Nc1ccccc1OC(F)F | 3 | 15 | -0.5 | 1 | 5 | -7 | -13 | -1 | 8 | 0.3 | 1
COc1ccc(C(=O)N/C(=C\c2ccco2)C(=O)NCCN2CCOCC2)cc1 | 0 | -9 | 0.2 | -3 | -7 | 9 | / | -3 | 0 | 0.0 | -3
CC(C)C[C@H]1CNC(=O)C(=O)N1C[C@H]1CCCN1C[C@H](CC(C)C)N1C[C@H](Cc2ccccc2)N(CCc2ccccc2)C(=O)C1=O | / | 14 | 1.7 | -3 | / | / | -6 | -16 | -2 | -0.1 | 9
Cc1nsc2nc3c(F)c(F)c(F)c(F)c3cc12 | -11 | -17 | 1.0 | 2 | 14 | 5 | -7 | 25 | 20 | 0.8 | -1
CC(=O)Nc1ccc(NC(=O)CSc2nnc3ccc(-c4cccnc4)nn23)cc1 | -1 | -13 | -0.3 | -3 | 9 | -9 | -6 | 2 | 6 | 0.1 | -1
Cc1ccc(-n2nnnc2Sc2nc([N+](=O)[O-])nn2C)c(C)c1 | 6 | 6 | 2.9 | -2 | 73* | 10 | / | -1 | 14 | 0.6 | 0

New compounds follow:
SMILES | NR2E3 ag-1 | NR2E3 ag-2 | iPSC survival up | Granule exo inh | MITF TRPM1 inh | PDI inh | CaV13 FRET inh | Peg3 promoter | HIF-2a inh | aDG glyco up | Vif inh
COc1ccc(CCN2C(=O)COc3ccccc3C2C(=O)Nc2c(C)cccc2C)cc1OC (configuration not stated) | / | -23 | 0.4 | -8 | / | / | -1 | / | 5 | 0.0 | /
CN(C)c1cccc(C(=O)N2CCCC(C(=O)c3cc(F)ccc3F)C2)c1 (configuration not stated) | 1 | 0 | 0.4 | 1 | 4 | -1 | -11 | 3 | 12 | 0.1 | 2
COc1cc(/C=C/C(=O)O)cc(S(=O)(=O)NNC(=O)c2cc(C)oc2C)c1OC | / | 17 | -1.1 | -1 | 4 | -7 | -6 | 6 | 5 | 0.0 | -7
Cc1cc(=O)oc2cc(OC(C(=O)O)c3ccccc3)ccc12 (configuration not stated) | 6 | -4 | 0.0 | 22 | -6 | -2 | -14 | 7 | 1 | 0.0 | -5
O=C(CN(CC1CCCO1)C(=O)CCC(=O)Nc1ccccn1)NCc1ccccc1 (configuration not stated) | 1 | -13 | 4.4 | -1 | 4 | -5 | -6 | 5 | 13 | 0.5 | 34
CCc1ccc(CN(C(=O)c2cccs2)C2CCS(=O)(=O)C2)cc1 (configuration not stated) | 4 | 2 | -0.2 | 2 | -1 | -5 | -3 | 15 | 13 | -0.2 | -24
O=C(COC(=O)COc1cccc2ccccc12)NCC(F)(F)F | 0 | -3 | 1.9 | -2 | -1 | 0 | -2 | -3 | 13 | 0.0 | 0
Cc1ccc(O)c(NC(=S)NC(=O)c2ccc(-c3ccc(Cl)cc3)o2)c1 | 4 | -38 | 2.1 | 0 | 5 | 5 | -2 | 7 | -17 | -0.3 | 8
O=C(COC(=O)/C=C/c1ccc(S(=O)(=O)N2CCOCC2)cc1)NCc1ccc(Cl)cc1 | 5 | -33 | 0.1 | -2 | -12 | -2 | -3 | 8 | 12 | 0.0 | 6
CC(=O)N1CCc2cc(Br)cc(S(=O)(=O)NCCN3CCCCC3C)c21 (configuration not stated) | 1 | -27 | -2.2 | -3 | 6 | 1 | / | 5 | 8 | -0.1 | 6
CCCCN(C(=O)/C=C/c1ccco1)c1c(N)n(CC(C)C)c(=O)[nH]c1=O | -4 | -31 | 0.3 | -2 | -8 | 5 | -5 | 6 | 15 | -0.2 | 11
Cc1cccc(N2C(=O)c3ccc(C(=O)Nc4ccccn4)cc3C2=O)c1 | 2 | -23 | -0.4 | -1 | -15 | 6 | -3 | 9 | -9 | -0.2 | -3
COc1ccc(C(=O)N/C(=C\c2cc(OC)c(OC)cc2[N+](=O)[O-])C(=O)NCCO)cc1 | -4 | -14 | -0.4 | -4 | 11 | 2 | -3 | 2 | 14 | -0.1 | 4
Cc1noc(C)c1S(=O)(=O)N1CCCC(C(=O)Nc2cccnc2)C1 (configuration not stated) | 6 | 4 | 1.9 | -2 | -5 | 0 | / | 5 | 9 | 0.1 | /
O=C(O/N=C1\CCCc2ccccc21)C1CC1 | 1 | 4 | 0.8 | 1 | 1 | 10 | 4 | 7 | 20 | 0.0 | 3
O=[N+]([O-])c1cc2c(cc1/C=N/n1cnnc1)OCO2 | 2 | 10 | -1.6 | -7 | -9 | 0 | -1 | -1 | 12 | -0.2 | -14
C=CCN(CC=C)CC(O)CN(c1cc([N+](=O)[O-])ccc1OC)S(=O)(=O)c1ccccc1 (configuration not stated) | 0 | -25 | 0.3 | -5 | -20 | -3 | 0 | 11 | 14 | -0.4 | -11

Grouped by structure, those above with a Cl atom
SMILES | NR2E3 ag-1 | NR2E3 ag-2 | iPSC survival up | Granule exo inh | MITF TRPM1 inh | PDI inh | CaV13 FRET inh | Peg3 promoter | HIF-2a inh | aDG glyco up | Vif inh
O/N=C/c1nc2cc(Cl)ccc2o1 | 7 | -42 | -0.2 | -2 | 18 | -14 | 11 | 0 | -22 | 0.0 | -7
Cc1ccccc1NC(=S)NC(NC(=O)c1ccco1)C(Cl)(Cl)Cl (configuration not stated) | 1 | 11 | -3.0 | 8 | -10 | 0 | -5 | 10 | 22 | 0.4 | -5
COc1ccc(Cl)cc1N(C)C(=O)CCc1nc(-c2ccc(C)cc2)no1 | 2 | 1 | 8.8 | -1 | -1 | 5 | -4 | 16 | 22 | 0.2 | -20
CC1(C(=O)NCc2ccccn2)CCN1C(=O)Cc1ccc(Cl)cc1Cl (configuration not stated) | / | -12 | 2.6 | 1 | / | -24 | -10 | -1 | 9 | 0.0 | -15
Cc1cnccc1CNC(=O)C1CCC(=O)N(Cc2ccc(Cl)cc2)C1 (configuration not stated) | 0 | -18 | -0.2 | -1 | -17 | -6 | -2 | 4 | 6 | -0.6 | -3
Cc1ccc(O)c(NC(=S)NC(=O)c2ccc(-c3ccc(Cl)cc3)o2)c1 | 4 | -38 | 2.1 | 0 | 5 | 5 | -2 | 7 | -17 | -0.3 | 8
O=C(COC(=O)/C=C/c1ccc(S(=O)(=O)N2CCOCC2)cc1)NCc1ccc(Cl)cc1 | 5 | -33 | 0.1 | -2 | -12 | -2 | -3 | 8 | 12 | 0.0 | 6

Looked up above.
NR2E3 ag-2, COc1ccc(CCN2C(=O)COc3ccccc3C2C(=O)Nc2c(C)cccc2C)cc1OC (configuration not stated) : -23
PDI inh, COc1cc(/C=C/C(=O)O)cc(S(=O)(=O)NNC(=O)c2cc(C)oc2C)c1OC : -7

High-throughput results from PubChem.
